Rad51 HR inh: blocks human Rad51 in homologous recombination | Q06609 | hRad51 DNA strand exchange, fluorescence dequenching | inhibition, % at 10 µM | 200,000 tested, 0.085% active | AID 1385;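 active = inhibition above 40% at the single screening dose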;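 note: 0% = DMSO control wells and 100% = blanks with heterologous ssDNA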
Target sequence (Q06609 whole entry, looked up): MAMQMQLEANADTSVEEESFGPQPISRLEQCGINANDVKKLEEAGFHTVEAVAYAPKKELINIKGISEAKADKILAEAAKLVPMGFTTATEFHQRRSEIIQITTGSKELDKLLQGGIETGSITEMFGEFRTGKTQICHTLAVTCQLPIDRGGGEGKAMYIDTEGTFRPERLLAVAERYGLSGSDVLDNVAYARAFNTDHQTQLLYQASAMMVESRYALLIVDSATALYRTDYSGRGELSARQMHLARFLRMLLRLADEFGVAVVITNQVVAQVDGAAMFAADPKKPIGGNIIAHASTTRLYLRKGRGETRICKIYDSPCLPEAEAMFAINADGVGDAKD
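Material: human Rad51–ssDNA filaments; Probe or stimulus: labelled 47-mer dsDNA for strand exchange; Doses: single 10 µM dose; Incubation: 37 °C 15-min filament assembly, 30-min compound preincubation, 15-min exchange; Technique: FRET fluorescence dequenching, excitation 485 nm, emission 520 nm; Measure: Fluorescence-based percent inhibition, control- and blank-normalised; Benchmarks: plate control and blank wells.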
14-3-3 Bad inh: disrupts binding of bovine 14-3-3 zeta to phospho-Bad peptide; P63103; TR-FRET 14-3-3zeta/Dy647-pBad peptide displacement, 1 h; inhibition, % at 21.7 µM; 220,000 tested, 0.71% active; AID 781;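 active = inhibition above about 70%, limit read from the data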;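 note: 0% = full 14-3-3 plus peptide FRET controls and 100% = background without 14-3-3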
FXIa inh 1536: inhibitors of human coagulation factor XIa. 220,000 tested, 0.14% active. AID 798. purified FXIa, Boc-Glu-Ala-Arg-AMC fluorogenic substrate. inhibition, % at 5 µM. P03951;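 active = inhibition of at least 40%; inactive = inhibition below 40%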;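 note: fluorescence of freed AMC excited at 355 nm; 0% = enzyme without compound and 100% = no enzyme blank; many of its hits are not listed in these tables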
p97 inhibitor: inhibitors of human p97 ATPase; P55072; AID 1481; inhibition, % at 8 µM; recombinant p97 ATPase, Kinase-Glo ATP luminescence, 3 h; 220,000 tested, 0.42% active; in the data active = inhibition above about 15%;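 note: 0% = DMSO vehicle and 100% = wells lacking enzyme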
eIF4E-4G inh: blocks eIF4E binding to eIF4G. AID 782. 220,000 tested, 0.37% active. TR-FRET eIF4E-eIF4GI(517-606) binding, 2 h. inhibition, % at 21.7 µM;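 active = inhibition above about 30%, limit read from the data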;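 note: 0% = full FRET control wells and 100% = background wells lacking eIF4GI fragment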
hK5 inh: kallikrein 5 (human) inhibition | Q9Y337 | recombinant hK5, fluorogenic AMC substrate cleavage | inhibition, % at 5 µM | 210,000 tested, 0.59% active | AID 873;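 active = inhibition of 40% or more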;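 note: 0% = enzyme controls without compound and 100% = no-enzyme blanks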
Wee1 degr inh: blocks degradation of human Wee1 kinase; P30291; HeLa Luc-Wee1K328M stability, luciferase luminescence; 100% = proteasome inhibitor MG132 effect; reporter increase, % at 5 µM; 220,000 tested, 1.2% active; AID 1321;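 active = activation above the mean of all tested compounds plus 3 SD, set per screening run, cut at about 8.8% in these data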;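 note: cells exposed to compound for 20 h before luminescence read; 0% = DMSO alone and 100% = MG132 at 30 µM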
Target sequence (P30291 whole entry K328M): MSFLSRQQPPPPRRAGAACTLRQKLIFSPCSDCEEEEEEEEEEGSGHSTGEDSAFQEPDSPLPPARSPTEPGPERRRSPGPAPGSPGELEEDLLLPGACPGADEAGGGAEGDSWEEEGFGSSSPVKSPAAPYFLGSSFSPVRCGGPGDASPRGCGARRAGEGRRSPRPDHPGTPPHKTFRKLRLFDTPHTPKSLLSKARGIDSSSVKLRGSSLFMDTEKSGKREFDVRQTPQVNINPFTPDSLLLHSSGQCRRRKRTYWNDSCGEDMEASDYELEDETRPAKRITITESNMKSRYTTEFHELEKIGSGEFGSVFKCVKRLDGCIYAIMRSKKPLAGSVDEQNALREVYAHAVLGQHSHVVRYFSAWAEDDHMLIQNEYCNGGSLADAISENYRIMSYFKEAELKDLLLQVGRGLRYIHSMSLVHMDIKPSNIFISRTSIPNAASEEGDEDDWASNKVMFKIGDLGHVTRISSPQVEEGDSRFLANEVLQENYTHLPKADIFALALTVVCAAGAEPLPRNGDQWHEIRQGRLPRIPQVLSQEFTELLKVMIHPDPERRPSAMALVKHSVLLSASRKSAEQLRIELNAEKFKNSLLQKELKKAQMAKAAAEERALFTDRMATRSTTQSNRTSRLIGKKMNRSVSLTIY
FXIIa inh: inhibitors of human coagulation factor XIIa; purified FXIIa, Boc-QGR-AMC fluorogenic substrate, 2 h; AID 800; inhibition, % at 5 µM; 220,000 tested, 0.3% active; in the data active = inhibition above about 40%;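 note: 0% = enzyme with no compound and 100% = blank without enzyme; many of its hits are not listed in these tables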
Mdm2 ligase inh: inhibitors of human Mdm2 E3 ubiquitin ligase. Q00987. cell-based MDM2 ubiquitination luciferase reporter, 2 h; 0 = plate control, 100 = twice control, blank-subtracted. signal enhancement, % at 5 µM. 210,000 tested, 0.11% active;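 active = signal enhancement of 30% or more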;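 note: luminescence tracks abundance of the self-degrading MDM2-luciferase fusion protein; higher signal means inhibition of MDM2 E3 ligase activity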
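test system = mammalian cells stably expressing self-ubiquitinating, self-degrading MDM2 E3–luciferase fusion | quantity = 2000 cells/well | incubation = cell settling 4 h, compound treatment 2 h, both 37 °C | signal = luminescence with SteadyLite reagent, 15 min at room temperature | evaluation = % enhancement relative to plate controls after blank subtraction | benchmarks = plate controls and plate blanks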
* = called active by the depositor; / = not tested or not shown; & = joins results of further samples; [ ] = dose if it differs, or a comment.

SMILES | Rad51 HR inh | 14-3-3 Bad inh | FXIa inh 1536 | p97 inhibitor | eIF4E-4G inh | hK5 inh | Wee1 degr inh | FXIIa inh | Mdm2 ligase inh
O=C1NC2=C(C(=O)OC2)C(c2ccc(OC(F)(F)F)cc2)N1 (configuration not stated) | 17 | -8 | 0 | 2 | -9 | -2 | 4 | 8 | /
Oc1ccc(NC(=S)Nc2ccccc2)cc1 | 12&2 | -5&11 | 0&5 | 4&7 | -2&22 | -4&-16 | 0&-4 | 9&5 | -3&4
Cc1ccc(CN(c2ccc(C(=O)NCC3CCCO3)cc2)S(C)(=O)=O)cc1 (configuration not stated) | 6 | -5 | 15 | 13 | -1 | 7 | -2 | 5 | -9
CSc1ccccc1NC(=O)Nc1cccc(F)c1 | / | -9 | 5 | 3 | -2 | 21 | 0 | 12 | -18
FC(F)Sc1ccc(-n2cc(-c3ccccc3)[n+]3c2CCC3)cc1 | / | -2[fluorescence artefact?] | 7 | 3 | -2 | -23 | 1 | 9 | /
Cc1cc(NC(=O)c2ccc(Cl)cc2Cl)n(CCC#N)n1 | -3 | -8 | -2 | 4 | 2 | 2 | 4 | 9 | -27
O=C(c1cccc(NS(=O)(=O)c2ccc(F)c(F)c2)c1)N1CCN(Cc2ccccc2)CC1 | -9 | -8 | -2 | 0 | 7 | -16 | 4 | 0 | -11
Cc1ccc(C)c2[nH]c(=O)c(CN(CCN3CCOCC3)Cc3nnnn3CC3CCCO3)cc12 (configuration not stated) | 2 | 21 | -3 | -5 | -4 | 0 | -1 | 5 | -1
O=c1oc2ccccc2c(Nc2ccccc2O)c1[N+](=O)[O-] | 4 | -12 | 3 | 1 | -4 | 7 | 2 | 13 | 3
CCC(Sc1nc2ccccc2c(=O)[nH]1)C(=O)O (configuration not stated) | -3 | 9 | -5 | -3 | 1 | -22 | 1 | -5 | 2
Oc1c(C(c2ccccc2Cl)N2CCCC2)ccc2cccnc12 (configuration not stated) | -5 | 9 | -3 | 9 | 10 | -14 | -4 | 3 | -11
O=c1[nH]cnc2c1sc(=S)n2-c1ccccc1 | -2 | 16 | 1 | 12 | -3 | 2 | 4 | 23 | -15
O=C(CN1CCCC1)Nc1ccc(NC(=O)Nc2ccccc2)cc1 | 7 | 4 | -5 | 2 | 4 | 2 | 0 | -14 | -5
O=C(CSc1ncn[nH]1)N1CCN(c2nnc(-c3ccccc3)c3ccccc23)CC1 | -4 | 4 | -3 | 1 | -7 | -21 | 0 | 3 | 1
COc1ccc(C2C(C(=O)OCC(=O)Nc3ccc(C)cc3)CCC(=O)N2c2ccc(OC)cc2)cc1 (configuration not stated) | 11 | 5 | 3 | 3 | 0 | 1 | 4 | 11 | -9

15 structures out of the list, arranged by molar mass, ascending:
SMILES | Rad51 HR inh | 14-3-3 Bad inh | FXIa inh 1536 | p97 inhibitor | eIF4E-4G inh | hK5 inh | Wee1 degr inh | FXIIa inh | Mdm2 ligase inh
Oc1ccc(NC(=S)Nc2ccccc2)cc1 | 12&2 | -5&11 | 0&5 | 4&7 | -2&22 | -4&-16 | 0&-4 | 9&5 | -3&4
O=c1[nH]cnc2c1sc(=S)n2-c1ccccc1 | -2 | 16 | 1 | 12 | -3 | 2 | 4 | 23 | -15
CCC(Sc1nc2ccccc2c(=O)[nH]1)C(=O)O (configuration not stated) | -3 | 9 | -5 | -3 | 1 | -22 | 1 | -5 | 2
CSc1ccccc1NC(=O)Nc1cccc(F)c1 | / | -9 | 5 | 3 | -2 | 21 | 0 | 12 | -18
O=c1oc2ccccc2c(Nc2ccccc2O)c1[N+](=O)[O-] | 4 | -12 | 3 | 1 | -4 | 7 | 2 | 13 | 3
O=C1NC2=C(C(=O)OC2)C(c2ccc(OC(F)(F)F)cc2)N1 (configuration not stated) | 17 | -8 | 0 | 2 | -9 | -2 | 4 | 8 | /
Cc1cc(NC(=O)c2ccc(Cl)cc2Cl)n(CCC#N)n1 | -3 | -8 | -2 | 4 | 2 | 2 | 4 | 9 | -27
O=C(CN1CCCC1)Nc1ccc(NC(=O)Nc2ccccc2)cc1 | 7 | 4 | -5 | 2 | 4 | 2 | 0 | -14 | -5
Oc1c(C(c2ccccc2Cl)N2CCCC2)ccc2cccnc12 (configuration not stated) | -5 | 9 | -3 | 9 | 10 | -14 | -4 | 3 | -11
FC(F)Sc1ccc(-n2cc(-c3ccccc3)[n+]3c2CCC3)cc1 | / | -2[fluorescence artefact?] | 7 | 3 | -2 | -23 | 1 | 9 | /
Cc1ccc(CN(c2ccc(C(=O)NCC3CCCO3)cc2)S(C)(=O)=O)cc1 (configuration not stated) | 6 | -5 | 15 | 13 | -1 | 7 | -2 | 5 | -9
O=C(CSc1ncn[nH]1)N1CCN(c2nnc(-c3ccccc3)c3ccccc23)CC1 | -4 | 4 | -3 | 1 | -7 | -21 | 0 | 3 | 1
O=C(c1cccc(NS(=O)(=O)c2ccc(F)c(F)c2)c1)N1CCN(Cc2ccccc2)CC1 | -9 | -8 | -2 | 0 | 7 | -16 | 4 | 0 | -11
Cc1ccc(C)c2[nH]c(=O)c(CN(CCN3CCOCC3)Cc3nnnn3CC3CCCO3)cc12 (configuration not stated) | 2 | 21 | -3 | -5 | -4 | 0 | -1 | 5 | -1
COc1ccc(C2C(C(=O)OCC(=O)Nc3ccc(C)cc3)CCC(=O)N2c2ccc(OC)cc2)cc1 (configuration not stated) | 11 | 5 | 3 | 3 | 0 | 1 | 4 | 11 | -9

Carrying on.
SMILES | Rad51 HR inh | 14-3-3 Bad inh | FXIa inh 1536 | p97 inhibitor | eIF4E-4G inh | hK5 inh | Wee1 degr inh | FXIIa inh | Mdm2 ligase inh
O=C(COc1ccc(Cl)cc1)N1CCN(S(=O)(=O)c2ccc(Cl)cc2)CC1 | -3 | -6 | 8 | -7 | -5 | -6 | 8 | 24 | -16
Cc1nc2ccccc2nc1CSc1nncs1 | -1 | -5 | 4 | 6 | 7 | -9 | -1 | 20 | -5
COc1ccc(OC)c(C2CC(c3ccccc3)=NN2C(=S)Nc2ccccc2)c1 (configuration not stated) | / | -11 | 6 | -5 | -1 | 5 | 0 | 14 | -10
CC(=O)Oc1ccc(-c2csc(Nc3ccc(S(N)(=O)=O)cc3)n2)cc1 | / | 1 | 0 | 0 | -5 | 2 | 1 | 7 | 1
COC(=O)CSc1nc(C)cc(C(F)(F)F)c1C#N | -2 | 22 | -9 | 0 | 5 | 0 | 1 | -5 | -9
Nc1c(C(=O)NCc2ccc3c(c2)OCO3)c2nc3ccccc3nc2n1CCCN1CCOCC1 | -3 | / | -4 | -8 | / | -145 | 1 | 0 | -5
COc1cc(OC)cc(OCC(O)Cn2ccnc2C)c1 (configuration not stated) | -6 | -16[fluorescence artefact?] | 1 | 5 | -6 | -26 | -1 | -1 | -5
CSc1ccc(C(=O)C2CCCN(C(=O)c3cccnc3SC)C2)cc1 (configuration not stated) | -4 | 4 | 0 | 1 | 4 | 4 | -3 | 6 | 4
CC(=O)N1CCCC(C(=O)c2ccc(Oc3ccccc3)cc2)C1 (configuration not stated) | -6 | 12 | -3 | -10 | -1 | 5 | 0 | 7 | -6
FC(F)(F)c1cccc(Cc2noc(CN(Cc3ccccn3)CC3CCCO3)n2)c1 (configuration not stated) | / | -12 | 2 | -3 | -2 | 1 | -1 | 8 | -15
COc1cccc(NC(=O)CS(=O)(=O)c2cn(CC(=O)N3CCOCC3)c3ccccc23)c1 | 2 | 1 | -9 | 0 | -4 | -2 | -3 | 2 | -6
COc1ccc(CCN2C(=S)N(c3ccc(Cl)cc3)C(=O)C2CC(N)=O)cc1OC (configuration not stated) | 17 | -1 | -1 | 2 | -2 | 5 | 3 | 14 | -3
CCOC(=O)N1CCN(C(=O)CCn2c(=S)[nH]c3cc(OCC)c(OCC)cc3c2=O)CC1 | / | -8 | 6 | 4 | 4 | 12 | -3 | 1 | -13
O=C(CSc1nnc2ccccn12)NCc1ccc2c(c1)OCO2 | -3 | -12 | -5 | 2 | 0 | -5 | 0 | 4 | -13
NC(=O)CCC(NS(=O)(=O)c1ccc(Cl)cc1)C(=O)NCc1ccccc1Cl (configuration not stated) | -7 | -13 | 5 | 2 | 7[fluorescence artefact?] | -20 | 0 | 17 | 1
O=C(OCc1c(Cl)nc2sccn12)c1cc2c(s1)CCCC2 | / | -20 | 1 | 2 | -10 | 0 | 0 | 15 | -13
Cn1c(=NC(=O)c2cnccn2)sc2ccccc21 | 8 | -3[fluorescence artefact?] | -3 | 1 | 9 | 9 | -2 | -1 | -26
Cc1cc(=O)[nH]c(N/N=C/c2c(C)nn(-c3ccccc3)c2Cl)n1 | -24 | -8 | -2 | -3 | -20 | -2 | -1 | 4 | /
Cc1ccc(CNC(=O)c2ccccc2-n2cnnn2)cc1 | 21 | 1 | 6 | 2 | 4 | 6 | -1 | 6 | -10
CCOC(=O)c1nnc(-c2ccc(C)cc2)nc1Sc1ccc(Cl)cc1 | -11 | 1 | 6 | -2 | -29 | -11 | -1 | 14 | 8
COCCNC(=O)C1CCC(=O)N(c2ccc(OC)cc2)C1c1ccc(OC)c(OC)c1 (configuration not stated) | -10 | -7[fluorescence artefact?] | 6 | 2 | -4 | -40 | -2 | 2 | 17
CC1(C)CC(NC(=O)C(=O)NCCc2ccccc2)CC(C)(C)N1 | -24 | 6 | -2 | 7 | 3 | -1 | -2 | 2 | -2
O=C(Nc1cccnc1)c1cc(-c2cccs2)on1 | 2 | 2 | 4 | 2 | -2 | -20 | 0 | 12 | -5
CCOC(=O)N1N=C(C)CC1(O)c1ccc(Cl)cc1 (configuration not stated) | 11 | -5 | -6 | 1 | -2 | -24 | -1 | 4 | -5
C=CCNC(=O)/C(=C/c1ccccc1OCC)NC(=O)c1ccccc1 | / | -2 | 3 | 1 | 0 | -27 | 1 | 5 | /
COc1c(Cl)ccc(Cl)c1C(=O)NC(=O)N1CCOCC1 | -4 | -8 | -2 | 2 | 4 | -2 | 0 | 8 | -3
COc1ccc(/C=C/C2=CC(C)(C)NC(=S)N2)cc1OC | 10 | -1 | -2 | -2 | 0 | -12 | -2 | 4 | -8
COc1ccc(/C(O)=C2/C(=O)C(=O)N(CCN(C)C)C2c2cccnc2)cc1C (configuration not stated) | 7 | -5 | -5 | 5 | -1 | -1 | -1 | 5 | 1
Cc1nc([N+](=O)[O-])cn1CC(=O)c1ccccc1 | 16 | 2 | 1 | 8 | 0 | 3 | 1 | 7 | -7
CC1Cc2ccccc2N1C(=O)CN(C)S(=O)(=O)c1cccc2cccnc12 (configuration not stated) | 6 | -3 | -3 | -1 | 4 | 1 | -3 | 5 | -1
CCOc1ccc(N(C(C)C(=O)N/N=C(\C)C(C)(C)C)S(C)(=O)=O)cc1 (configuration not stated) | / | -2 | 2 | 0 | 5 | -10 | 1 | 10 | 5
COc1ccc(/C=N\NC(=O)C2COc3ccccc3O2)cc1O (configuration not stated) | -12 | -2 | 3 | 12 | 3 | 4 | -1 | 5 | -8
COc1ccc(S(=O)(=O)NCCSCc2ccco2)cc1OC | -1 | / | -2 | 4 | / | -14 | -1 | 0 | -8
